# RmlCD inh mix: RmlC/RmlD inhibition, mixture screen. RmlC/RmlD coupled enzyme inhibition, 384-well mixture HTS. inhibition, % at 5.5 µM. 110,000 compounds, 0.39% hits; in the data active = inhibition above about 30%, passing the limit was not always enough; inconclusive = no clear call, values can overlap the other calls; note: strong numbers were not always called active
# HIV RNase H inh: blocks HIV-1 RNase H cleavage of RNA/DNA duplex | RT-RNase H RNA/DNA duplex cleavage, fluorescence | inhibition, % at 10 µM | 65,000 compounds, 1.9% hits; in the data active = inhibition above about 50%
# Active calls of the source: *; ? = inconclusive; / = no result given. Some of the compounds tested (hit frequency here may not be typical).
SMILES,RmlCD inh mix,HIV RNase H inh
CC(C(=O)N1CCC(C(N)=O)CC1)N(c1ccc(Oc2ccccc2)cc1)S(C)(=O)=O (configuration not stated),-5,/
CCN(CC)S(=O)(=O)c1cccc(C(=O)Nc2ccccc2C(=O)N2CCOCC2)c1,-9,-23
O=C(c1cccs1)N1CCN(Cc2nc3ccccc3c(=O)[nH]2)CC1,-5,-26
CCN(CC)CCN1C(=O)c2oc3ccccc3c(=O)c2C1c1ccc(F)cc1 (configuration not stated),5,0
CC(C)c1nc(N2CCN(C(=O)c3ccccc3)CC2)c(C#N)c2c1COC(C)(C)C2,-19,-13
O=C(COc1ccc2ccccc2c1)N1CCN(Cc2ccncc2)CC1,7,/
O=C1c2ccccc2C(=O)N1CC(O)COCc1ccccc1 (configuration not stated),-12,-4
Cn1c(SCC(=O)Nc2cc(=O)n(C)c(=O)n2C)nnc1-c1cccs1,/,-7
CC1(C)Cc2cccc(OCC(=O)Nc3nccs3)c2O1,-8,-18
O=C(NCc1ccccc1)c1c[nH]c2ccc(S(=O)(=O)Nc3ccc4c(c3)OCCO4)cc2c1=O,-10,-8
COc1ccc(-c2cc(C(=O)N3CCN(Cc4ccccc4)CC3)no2)cc1OC,6,-3
CC(=O)OCCn1c(=O)c2cc3c(=O)n(CCOC(C)=O)c(=O)c3cc2c1=O,-17,3
O=C(Nc1nncs1)c1ccccc1NS(=O)(=O)c1cccs1,/,-5
CCOC(=O)C1CCN(C(c2cc(OC)c(OC)c(OC)c2)c2sc3nc(C)nn3c2O)CC1 (configuration not stated),-8,1
CC1(C)NC(=O)N(CCOCCOc2c(Cl)cc(Cl)cc2Cl)C1=O,-15,/
O=C1CCC(=O)N1CNc1ccccn1,-4,-5
COc1ccccc1/C=C1\SC(=S)N(Nc2nc(C)cc(C)n2)C1=O,-7,/
O=C(O)c1nc(N2CCOCC2)nc(N2CCOCC2)n1,3,/
Cc1ccc(NC(=O)CC2S/C(=N/c3nccs3)N(C)C2=O)cc1C (configuration not stated),-6,/
Cc1ccc(C)c(NC(=O)CNS(=O)(=O)c2ccccc2)c1,-9,-4
Cc1ccccc1-c1c(C)oc2cc(O)ccc2c1=O,38*,-6
CCOC(=O)C1=C(c2ccccc2)NC(SC)=C(C#N)C1c1ccco1 (configuration not stated),-9,7
CC(C)N1CC(O)=C(c2ccccc2)C1=N,-5,8
O=C(Cn1nc(-c2ccc(Cl)cc2)ccc1=O)NCCCN1CCN(Cc2ccccc2)CC1,/,-9
COc1cc(OC)c(NC(=O)CCNS(=O)(=O)c2cc(Br)cnc2N)cc1Cl,3,-1
# (further entries)
SMILES,RmlCD inh mix,HIV RNase H inh
COc1cccc(/C=N/NC(=O)C(=O)NCc2ccco2)c1O,-1,/
CCOc1ccc(CN=C(N)N=C(N)N)cc1Cl,3,/
CC(C)COC(=O)C1C(=O)CC(C)(O)C(C(=O)OCC(C)C)C1c1cccnc1 (configuration not stated),9,-17
CCN(CC)C(=O)c1sc(NC(=O)Cc2ccccc2)c(C#N)c1C,-9,/
Cc1ccc(C(C)C)c(OCC(=O)Nc2ccccc2N2CCN(C)CC2)c1,14,-1
Cc1occc1C(=O)Nc1ccc2c(c1)OCCO2,6,4
CCOc1cccc(SCc2noc(C(=O)NC(C)C)c2C(=O)O)c1,6,/
Cc1nn(CC(=O)NCc2ccccc2)c(C)c1[N+](=O)[O-],-8,/
O=C(NCCCNCc1ccccc1)c1ccc(/C=N/O)nc1,17,1
COC(=O)c1cccc(NC(=O)CN2CCN(c3ccc(OC)cc3)CC2)c1,11,7
CN(c1ccccc1)S(=O)(=O)c1cc(C(=O)c2nccn2C)ccc1Cl,-8,-38
Cc1cc(O)cc(O)c1-c1onc(C(F)(F)F)c1-c1cscn1,-4,-4
O=C(Nc1ccc2nccnc2c1)c1cnccn1,8,-6
O=C(OCn1nnc2ccccc2c1=O)c1ccc(Br)o1,2,-31
O=C(CN(C1CCCCC1)S(=O)(=O)c1ccc(Cl)cc1)N1CCOCC1,-17,/
Cc1ccc(-c2nc3cc(NC(=O)C(C)C)ccc3o2)cc1C,-2,-6
Cc1cccc2cc(CN(Cc3ccco3)C(=O)NC3CCCCC3)c(=O)[nH]c12,5,0
CCc1ccc(NC(=S)Nc2cccc(OC)c2)cc1,-1,/
COc1cc(Cn2c(=O)oc3ccc(C)cc32)ccc1OC(C)C,-12,-18
O=C(OCc1ccccc1F)c1ccc2c(c1)-c1ccccc1C2=O,4,/
COC/C=C/C1=CC2=CC(=O)C(C)(OC(=O)c3cnc4ccccc4n3)C(=O)C2=CN1c1ccccc1 (configuration not stated),10,/
CCN1C(=O)C(CC(=O)Nc2ccc(Br)cc2)N(CCCc2ccccc2)C1=S (configuration not stated),2,/
O=C(Nc1cc2c3c(c1)C1CCCC1CN3CC1CCCC21)c1ccc([N+](=O)[O-])cc1 (configuration not stated),8,/
CCN1C(=O)c2cccc3c(S(=O)(=O)Nc4ccccc4OC)ccc1c23,/,-21
COCCNC(=O)C(c1ccc(O)cc1)N(Cc1ccco1)C(=O)CCC(=O)Nc1nccs1 (configuration not stated),-9,-3
# Following part:
SMILES,RmlCD inh mix,HIV RNase H inh
NC(=O)C1CCN(C(=O)C2c3ccccc3C(=O)N3CCc4ccccc4C23)CC1 (configuration not stated),-10,1
C[C@@]12CCC=C[C@H]1[C@H](c1ccc3ccccc3c1Br)N(Cc1ccccc1)C2=O,-11,/
Cc1cc2cc(CNC(=O)Nc3ccccc3)ccc2n1C,4,-13
CCC(C)NCCOCCOc1ccccc1-c1ccccc1 (configuration not stated),9,/
Cc1nnc(-c2cnn(C)c2N)n1Cc1ccccc1F,-12,/
CC(C)Cn1c(N)c(C(=O)COC(=O)c2cc(-c3ccccc3)nc3ccccc23)c(=O)n(C)c1=O,-2,/
CC(C)C[C@H](NC(=O)OC(C)(C)C)c1nnc(SCC(=O)Nc2ccc(Br)cc2)o1,0,5
CC1=CC(=O)CC(C)(C)C1(O)/C=C/C(C)=C/C(=O)O (configuration not stated),3,/
CC(CN1CCN(C)CC1)OC(=O)c1ccccc1 (configuration not stated),-1,/
CCOc1ccc(CNC(=O)CCn2c(=O)oc3ccccc32)cc1OC,3,3
O=C(O)c1ccc(-c2noc(-c3cccc(C(F)(F)F)c3)n2)cc1,-79,/
Cc1c(C(=O)OCCOc2ccccc2)[nH]c2c1C(=O)CCC2,-5,-38
COc1cc(Cl)cc(C2NC(=O)NC(C)=C2C(=O)NCc2ccccc2)c1O (configuration not stated),-1,-7
CCOc1ccc(N(CC(=O)NC(C)CC)S(=O)(=O)c2c(C)noc2C)cc1 (configuration not stated),10,0
O=C(CSc1nc(N2CCCCC2)nc(N2CCCCC2)n1)Nc1nccs1,9,1
COc1cc2oc3ccccc3c2cc1N(CC(=O)N(C)C)S(=O)(=O)c1ccc(C)cc1,-13,/
COc1ccc(C2Nc3ccccc3C(=O)N2Cc2ccco2)cc1COc1ccc([N+](=O)[O-])cc1 (configuration not stated),28,/
O=C(Nc1ccc(Nc2ccccc2)cc1)c1ccc(Br)o1,/,4
CCOc1cccc(C(=O)Nc2nnc(-c3cccs3)s2)c1,14,/
Cc1ccccc1-c1nnc(SCC(=O)NC2CCCCC2)o1,-13,-9
CCc1ccccc1NC(=O)CSc1nnc(Cn2cnc3ccccc32)o1,-20,/
Clc1ccc(Oc2cnns2)cc1Cl,-9,/
CCc1nnc(NC(=O)c2ccc3c(c2)C(=O)N(C(C)(C)C)C3=O)s1,-7,/
COc1ccc(Br)cc1CNC(=O)C1CCN(S(=O)(=O)N2CCCC2)CC1,11,-3
COC(=O)c1ccc(NC(=O)CSc2nnc(-c3ccccc3)n2C)cc1,-35,/
# (next part)
SMILES,RmlCD inh mix,HIV RNase H inh
NC(=O)C1CCN(C2CC(=O)N(c3cccc(F)c3)C2=O)CC1 (configuration not stated),1,26
O=c1[nH]c2ccccc2nc1C(F)(F)C(F)F,-5,-11
CCC(C)C(NC(=O)C1CCC(C)CC1)C(=O)NCc1cccnc1 (configuration not stated),-59,-3
Cc1cc(NCCO)c2cc(O)ccc2n1,?,/
COc1cccc(C(=O)N2CCN(Cc3ccco3)CC2)c1OC,-5,3
CC(=O)C(Sc1nc(NC(C)(C)C)nc(N(C)C)n1)C(C)=O,-19,-15
NC(=O)CC(NC(=O)c1ccc(Br)cc1)c1ccc(N2CCC(Br)CC2)c([N+](=O)[O-])c1 (configuration not stated),-8,/
COc1cc(C[C@@H](CO)[C@H](CO)Cc2ccc(O)c(OC)c2)ccc1O,-13,/
COc1cccc(NC(=O)N2CCOCC2)c1,-13,-2
C/C(N)=C(/C#N)C(=O)COC(=O)COc1ccc(Cl)cc1,4,-11
CCCn1c(=S)[nH]c2cc(C(=O)NCC3CCCO3)ccc2c1=O (configuration not stated),12,-7
COc1ccc(/C=N/NC(=O)CCn2c3ccccc3c3ccccc32)cc1O,5,/
CC(c1ccco1)N(C(=O)CSc1ccc(Br)cc1)c1ccccn1 (configuration not stated),12,6
CSc1ccc(C(=O)C(C)(C)N2CCOCC2)cc1,-4,6
Cc1ccc(-c2c(C)n([O-])c3c([n+]2=O)CCC3)o1,-7,-2
N#Cc1ccccc1OCC(=O)OCC(=O)c1ccc2c(c1)NC(=O)CO2,-15,-9
O=C(NCCCN1CCN(c2ccccc2F)CC1)C1CC(=O)N(C2CCCC2)C1 (configuration not stated),6,/
C=CCOC(=O)C1=C[C@H](C2CC2)[C@@H](CCCO)[C@H](OCC)O1,-15,/
O=C(NCCSCc1ccccc1)c1ccc(C2SCC(=O)N2Cc2ccccc2)cc1 (configuration not stated),11,/
CC(=O)Nc1ccccc1C(=O)C(=O)Nc1cccc(F)c1,-4,/
O=C(NCCN1CCOCC1)c1cc2sccc2n1Cc1ccc(Cl)cc1,-16,-4
Cn1nnnc1SCC(=O)N1CCN(c2ccccc2)CC1,-11,-5
COc1ccc(CNC(=O)CCSc2nc(-c3ccc4c(c3)OCO4)cc(C(F)(F)F)n2)cc1,27,/
O=C(C1c2ccccc2C(=O)N2CCc3ccccc3C12)N1CCC2(CC1)OCCO2 (configuration not stated),-9,2
OCc1csc(=Nc2ccccc2)n1-c1ccccc1,6,3
# More records follow.
SMILES,RmlCD inh mix,HIV RNase H inh
O=C(O)c1ccc(NS(=O)(=O)c2cc(Cl)ccc2Cl)cc1O,/,1
COc1cc(C)ccc1OCCOc1c(Cl)cc(Cl)cc1Cl,-19,/
COc1ccc(C(c2nnnn2C2CCCC2)N2CCC(C(N)=O)CC2)c(OC)c1 (configuration not stated),-20,-7
CCCn1c(SCC(=O)N2CCc3ccccc3C2)nc2c1c(=O)n(C)c(=O)n2C,-123,-10
CN1CCN(Cc2cc(=O)oc3ccc(Cl)cc23)CC1,-14,-10
CCCNC(=O)CSc1nc(-c2cccs2)cc(C(F)(F)F)n1,-10,/
Cc1csc(SC(C)C(=O)Nc2ccc(Cl)cn2)n1 (configuration not stated),4,/
COC(=O)CSc1nc(C)c2ccc(OC)cc2n1,4,/
CC(C)C(=O)Nc1cccc(C(=O)Nc2nccs2)c1,-1,-29
O=C(O)c1ccc2c(c1)C(=O)N(c1cc(C(=O)O)ccc1Br)C2=O,-207,-14
Cc1ccc(-n2ncc3c(N4CCN(c5ccccc5)CC4)ncnc32)c(C)c1,-12,3
C=CCN(c1ccc(C(=O)N2CCCC2)cc1)S(C)(=O)=O,6,2
O=C(Nc1ccc2c(c1)OCCO2)c1ccc(NC(=O)C2CCCO2)cc1 (configuration not stated),2,-3
Cc1cn([C@H]2C=C[C@@H](CO)O2)c(=O)[nH]c1=O,1,0
O=C(OCC(F)(F)F)c1cccc(COc2ccc3ccccc3c2)c1,3,/
C=CCN1c2ccccc2[C@]23C[C@@H](C(=O)OC)N(C(=O)NCCC)C2=NC(C(=O)OC)=C(C(=O)OC)[C@H]13,9,/
Nc1nc(CSc2ncccn2)nc(Nc2ccccc2)n1,-13,/
CC(C)CCNC(=S)NC1CCCC1,-1,/
COc1cc(C)nc(OCCNC(=O)COc2ccc(Cl)cc2Cl)n1,-1,-20
O=C(Oc1ccccc1OC(=O)N1CCOCC1)N1CCOCC1,/,-2
Cc1onc(-c2c(Cl)cccc2Cl)c1C(=O)c1c[nH]c(C(=O)NC2CC2)c1,-23,/
CN(CCOC(=O)c1ccc2c(c1)OCCO2)Cc1ccccc1,-7,-21
CCOc1ccc2nc3c(cc2c1)CN(CCOC)C(=NCCOC)S3,-9,/
O=C(NCc1ccco1)c1c2c(nc3ccccc13)CCC2,/,65*

# Screening results: PubChem, several laboratories
